# NOD2-RIPK2 inh – inhibitors of human NOD2-RIPK2 interaction; O43353; CHO BLA complementation NOD2-RIPK2, CCF4 ratio; inhibition, % at 4.98 µM; hit rate 0.38% among 360,000; in the data active = inhibition above about 21%;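 also: 0% = vehicle only and 100% = reference blocker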
# SRC1 inh – inhibits human SRC1 coactivator; HEK293 GAL4-SRC1 luciferase reporter, luminescence; Q15788; hit rate 0.12% among 360,000; AID 588354; inhibition, % at 3.6 µM;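 active = inhibition above the campaign mean plus 3 SD, with each screening campaign given its own cutoff, cut at about 60% in these data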;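 also: 0% = DMSO treated cells and 100% = gossypol at 36 µM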
# LMP1 NFkB inh – reduces LMP1-driven NF-kappaB luciferase signal | LMP1-induced NF-kappaB luciferase reporter cells, luminescence | inhibition, % at 12.5 µM | hit rate 0.69% among 350,000; in the data active = inhibition above about 41%; inconclusive = no clear call, values can overlap the other calls;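 also: 0% = neutral control wells and 100% = reference inhibitor control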
# Vif imaging – inhibitors of HIV Vif. HEK293T cells, Vif self-association by quenched fluorescence, imaging, 24 h. inhibition, % at 7.49 µM. hit rate 0.35% among 340,000. AID 602346; in the data active = inhibition above about 50%, passing the limit was not always enough; inconclusive = no clear call, values can overlap the other calls; inactive = below about 31%; also: some results filed as inactive read as strong as hits
# LRH-1 inv ag – inverse agonists of human LRH-1 (NR5A2); O00482; HEK293T StAR-luciferase reporter, LRH-1 transfected, 24 h; inhibition, % at 3.6 µM; hit rate 0.13% among 360,000; AID 602396;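 active = inhibition above the mean inhibition of all tested compounds plus 3 SD, cut at about 73% in these data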;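 also: 0% = DMSO wells and 100% = reporter-only cells lacking LRH-1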
# COUP-TFII inh – NR2F2 (human) inhibition, primary screen. P24468. inhibition, % at 8.6 µM. HEK293T NGFI-A luciferase reporter, luminescence. hit rate 0.7% among 370,000;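 active = inhibition above a per-plate cutoff, mean inhibition of test wells between control levels plus 3 SD, cut at about 38% in these data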;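 also: cells cotransfected with COUP-TFII expression vector driving the NGFI-A reporter; 0% = median of COUP-TF2 test wells and 100% = reporter-only cells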
# SRC2 inh – inhibits human steroid receptor coactivator 2. inhibition, % at 9 µM. Q15596. hit rate 0.17% among 370,000. AID 651957. HEK293 GAL4-SRC2 luciferase reporter, luminescence;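 active = inhibition above the mean inhibition of all tested compounds plus 3 SD, set per campaign, cut at about 52% in these data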;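 also: 0% = DMSO treated cells and 100% = cells given Gossypol at 36 µM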
# TLR9-MyD88 block – TLR9-MyD88 interaction inhibition; Q9NR96+Q99836; CHO BLA complementation TLR9-MyD88, CCF4 FRET ratio; inhibition, % at 4.98 µM; hit rate 0.21% among 340,000; AID 504734;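 active = inhibition above the mean over all tested compounds plus 3 SD, cut at about 21% in these data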;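 also: 0% = DMSO only wells and 100% = clavulanate BLA inhibitor control wells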
# Target sequence (Q99836 whole entry, looked up): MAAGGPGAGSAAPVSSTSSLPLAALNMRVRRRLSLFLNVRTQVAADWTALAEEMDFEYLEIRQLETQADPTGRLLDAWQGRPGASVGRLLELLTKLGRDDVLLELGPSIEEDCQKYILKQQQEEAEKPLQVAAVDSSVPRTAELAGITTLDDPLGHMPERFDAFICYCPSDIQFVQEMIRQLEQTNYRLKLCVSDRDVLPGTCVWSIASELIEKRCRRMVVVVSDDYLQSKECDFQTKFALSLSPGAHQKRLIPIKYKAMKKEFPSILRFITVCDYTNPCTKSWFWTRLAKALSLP
# Target sequence (Q9NR96 whole entry, looked up): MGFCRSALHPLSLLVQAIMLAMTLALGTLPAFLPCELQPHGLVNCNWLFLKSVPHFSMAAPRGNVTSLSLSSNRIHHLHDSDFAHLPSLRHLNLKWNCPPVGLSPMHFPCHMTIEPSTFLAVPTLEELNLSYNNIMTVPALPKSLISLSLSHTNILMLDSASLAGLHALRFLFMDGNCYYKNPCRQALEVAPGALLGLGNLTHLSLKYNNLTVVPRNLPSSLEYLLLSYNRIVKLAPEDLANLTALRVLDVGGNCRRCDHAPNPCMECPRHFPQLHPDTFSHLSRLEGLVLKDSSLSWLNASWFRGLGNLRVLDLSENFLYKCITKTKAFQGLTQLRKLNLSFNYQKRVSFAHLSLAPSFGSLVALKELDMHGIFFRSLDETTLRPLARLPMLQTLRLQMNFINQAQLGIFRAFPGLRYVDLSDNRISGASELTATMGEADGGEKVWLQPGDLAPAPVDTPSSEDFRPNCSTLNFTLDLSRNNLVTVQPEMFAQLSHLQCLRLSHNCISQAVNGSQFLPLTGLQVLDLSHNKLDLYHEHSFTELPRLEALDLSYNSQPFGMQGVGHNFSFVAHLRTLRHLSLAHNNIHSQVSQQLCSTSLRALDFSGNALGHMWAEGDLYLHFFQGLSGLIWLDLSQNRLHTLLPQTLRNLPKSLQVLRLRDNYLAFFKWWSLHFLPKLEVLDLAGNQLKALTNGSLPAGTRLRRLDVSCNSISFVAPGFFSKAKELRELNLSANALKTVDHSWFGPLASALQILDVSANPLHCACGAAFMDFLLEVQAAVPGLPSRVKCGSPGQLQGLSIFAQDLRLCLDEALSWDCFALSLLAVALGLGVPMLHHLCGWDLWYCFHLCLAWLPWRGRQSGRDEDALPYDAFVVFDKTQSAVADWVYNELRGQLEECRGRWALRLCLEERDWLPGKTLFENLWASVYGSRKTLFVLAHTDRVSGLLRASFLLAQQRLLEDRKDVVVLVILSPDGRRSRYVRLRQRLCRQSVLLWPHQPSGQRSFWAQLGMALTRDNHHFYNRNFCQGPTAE
# SRC3 inh – inhibits human SRC3 coactivator; Q9Y6Q9; HEK293 GAL4-SRC3 luciferase reporter, luminescence; inhibition, % at 3.6 µM; hit rate 0.17% among 360,000; AID 588352;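 active = inhibition above a per-campaign cutoff, the mean of all compounds plus 3 SD, cut at about 60% in these data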;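 also: 0% = DMSO-treated cells and 100% = gossypol-treated cells at 36 µM; higher means less SRC3-driven luciferase light from the GAL4 reporter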
# TRAIL sens C8 – caspase-8 TRAIL sensitization. hit rate 1% among 360,000. NB7+C8 cells + TRAIL, ATPlite viability luminescence. inhibition (viability loss, TRAIL sensitization), % at 10 µM;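 active = compounds causing at least 50% loss of cell viability in the single-dose screen, relative to plate controls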
# TROY signal inh – TROY signaling inhibition; hit rate 0.98% among 360,000; Q293 LMP1-TROYcd NF-kB luciferase reporter, 4 h; inhibition, % at 10 µM;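 active = compounds whose plate-normalised and pattern-corrected inhibition of the luciferase reporter signal at the single screening dose is 50% or more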
# Active calls of the source: *; u = inconclusive; x = not tested or not shown; & = joins results of further samples. Only part of the results is shown; rates above refer to the full screens.
# Values run as follows: COUP-TFII inh	Vif imaging	NOD2-RIPK2 inh	TLR9-MyD88 block	SRC2 inh	LRH-1 inv ag	TROY signal inh	SRC1 inh	SRC3 inh	TRAIL sens C8	LMP1 NFkB inh
1	COC(=O)C1=C(C)NC(C)=C(C(=O)OC)C1c1ccc(-c2cccc([N+](=O)[O-])c2)o1
  3	3	-1	-4	-4	4	-6	4	-15	-8	-15
2	O=C(Nc1ccc([N+](=O)[O-])cc1Cl)c1cc(Cl)ccc1O
  -12	u	-8	-5	-64	-113	61*	-94	-83	80*	80*
3	O=C(NCc1ccccn1)C1CCN(S(=O)(=O)c2ccccc2F)CC1
  5	-6	0	4	-15	17	3	5	0	-24	9
4	CC1CCN(c2c(NCc3ccc(C(=O)NCCc4ccc(Cl)cc4)cc3)c(=O)c2=O)CC1
  7	x	0	10	17	-8	7	10	-4	6	12
5	CCOc1ccc(S(=O)(=O)N2CCC(C(=O)OC(C)C(=O)NC3CCCCC3C)CC2)cc1 (stereo not drawn)
  -3	-4	-8	3	-16	-16	6	-11	5	-16	4
6	Nn1c(SCC(=O)NCCc2ccc(F)cc2)nnc1C1CCCCC1
  5	1	-1	4	-4	6	-1	-13	3	0	0
7	CC1OC2CC(=O)OC2C2=C1C(=O)c1c(O)cccc1C2=O (stereo not drawn)
  107*	-73	70*	x	95*	104*	57*	91*	96*	94*	x
8	Cc1cc(C)c(S(=O)(=O)NCc2cn3c(C)csc3n2)c(C)c1
  -1	12	-6	-3	-22	-2	14	-16	12	-6	-4
9	Cc1ccc(C2=NNC(=O)C(c3ccc(Cl)cc3)C2)cc1 (stereo not drawn)
  0	1	-3	-9	20	14	-36	-9	2	1	7
10	COc1ccc(C2C(C(=O)NCc3ccccc3)=C(C)Nc3ncnn32)cc1OC (stereo not drawn)
  -8	0	1	-1	5	-17	9	-10	12	-8	-6
11	CCOc1ccc(NS(=O)(=O)c2ccc(Cl)c(C(=O)N(C)Cc3cccnc3)c2)cc1
  -10	5	-11	4	10	6	-3	5	22	4	4
12	Cc1oc2c(CN3CCCC3)c(O)ccc2c(=O)c1-c1ccc(Cl)cc1
  -7	-4&-1	1	2	2	-8	18	-10	10	-4	16
13	Cn1c(N)c(C(=O)CSc2nc(C3CC3)n(-c3ccccc3)n2)c(=O)[nH]c1=O
  -5	0	9	-2	3	4	1	7	-8	1	-2
14	Cc1cc(C)c(OCC(=O)Nc2ccc3c(c2)OCO3)cc1C
  -20	67*	7	-1	-51	-27	-41	-67	-54	13	-21
15	CCOc1ccccc1C(=O)N/N=C/c1ccoc1
  6	-4	2	-2	6	-13	8	-8	-19	6	3
16	CNC(=O)c1nnn(-c2ccccc2)c1C(=O)NC
  1	x	-15	-5	21	1	4	-18	-1	-8	-9
17	CCOC(=O)C(C)Sc1nc2ccccc2c(=O)n1CC (stereo not drawn)
  4	-9	-3	0	0	-14	-4	-11	-1	25	4
18	COc1cccc(N/C=C(\C#N)c2ccc(OCCCF)cc2)c1
  2	-7	-8	-8	8	-51	-31	-20	5	-1	-4
19	O=C(NN1C(=O)C2C3C=CC(C3)C2C1=O)c1cccc(Cl)c1 (stereo not drawn)
  -4	6	4	-2	12	9	9	-23	21	-2	0
20	COCCCn1c(=O)/c(=C/c2ccccc2OC(F)F)s/c1=C(\C#N)C(=O)NCCOC
  3	7	-2	-5	3	-4	-6	-7	-5	-5	1
21	COc1ccc(O)c(C(=O)c2cc(C#N)c(=O)n(-c3c(C)n(C)n(-c4ccccc4)c3=O)c2)c1
  -10	16	3	6	3	-5	-17	-10	-15	-6	-6
22	COc1ccc(C(=O)N2N=C(c3ccccc3)CC2(O)C(F)(F)F)cc1 (stereo not drawn)
  16	-3	-8	12	18	20	9	-8	12	4	-8
23	Cc1cccc(C)c1NC(=O)C[N+](C)(C)CC(O)COc1cccc2ccccc12 (stereo not drawn)
  8	-7	-6	0	7	14	5	-10	15	4	1
24	CCC(C)NS(=O)(=O)c1ccc(OCC(=O)Nc2ccc3c(c2)OCO3)cc1 (stereo not drawn)
  17	0	5	4	3	16	-8	-7	4	-8	4
25	CN(C(=O)CCc1nnc(Cc2ccc(-c3ccccc3)cc2)o1)C1CCOCC1
  -4	-3	6	0	4	9	-10	-6	7	7	1
26	CC(=O)NS(=O)(=O)c1ccc(NC(=S)NC(=O)C(C)(C)C)cc1
  -3	x	-3	-1	-1	0	19	4	-11	-7	-5
27	CCOC(=O)CSc1nnc(CNC(=O)c2cccs2)n1-c1cccc(C)c1
  3	x	9	8	-10	-14	10	-6	-29	-2	-5
28	CC(C)(C)C1COc2ccccc2N1C(=O)c1cccc(Cl)c1 (stereo not drawn)
  4	5	-1	-2	8	5	23	-8	6	19	17
29	Cn1c(SCc2cccc(F)c2)nnc1-c1ccncc1
  4	-3	-6	-8	0	-12	15	3	-9	-20	x
30	O=C(C[C@H]1C/C=C\CCC(=O)O[C@@H](c2ccccc2)CNC1=O)NCCO
  5	5	-20	-8	-14	8	-12	-10	18	0	-16
31	COc1ccc(Cl)cc1NC(=O)C/C(C)=N/NC(=O)c1ccc(O)cc1
  -3	-5	3	-12	-31	-41	-4	-9	-37	8	4
32	Cc1cc(C(=O)NCC(=O)Nc2c(C)cccc2C)c2ccccc2n1
  13	0	8	-11	-16	2	6	-6	11	14	4
33	Cc1ccc(-c2nnc3n2CCCCC3)cc1
  -3	8	-13	0	10	-16	4	-34	-18	-8	6
34	CC(C)C(=O)N1CCN(c2ccccc2NC(=O)c2cccc3ccccc23)CC1
  6	-14	0	-5	6	21	-3	-3	-18	-11	-2
35	O=c1cc(N2CCc3ccccc3C2)[nH]c(=O)n1-c1ccccc1Cl
  -10	-5	-13	9	2	-8	-18	5	-1	3	5
36	CC(=O)c1ccccc1Oc1ncnc(N)c1[N+](=O)[O-]
  13	0	-5	-4	12	15	-4	-13	0	0	-1
37	COc1ccc(C(CC(=O)NCCN2CCOCC2)NS(=O)(=O)c2ccc(C)cc2)cc1 (stereo not drawn)
  19	-1	-6	-4	4	18	-1	9	-3	6	-12
38	CN(C(=O)c1cccc(C#N)c1)c1nnc(C2CCOC2)s1 (stereo not drawn)
  13	3	-3	-11	6	6	-1	4	-2	9	-4
39	O=C(NCc1ccc2c(c1)OCO2)c1c(-c2ccsc2)sc2ccccc12
  -4	-4	-4	-9	-9	-7	8	-5	6	10	8
40	CCOC(=O)C1(C)CCCN(C(=O)c2cccs2)C1 (stereo not drawn)
  -2	1	-15	x	-7	5	0	1	5	-4	x
41	Cc1onc(-c2ccccc2)c1C(=O)N1CCN(S(=O)(=O)c2ccc3c(c2)OCCO3)CC1
  9	-6	-4	-6	-21	1	12	-14	-10	-10	-3
42	CCOC(=O)N1CCC(N(CCN(C)C)C(=S)Nc2cccc(OC)c2)CC1
  -29	4	-1	4	-24	3	-8	-3	4	-11	2
43	COc1ccc(C)cc1S(=O)(=O)NC1CCCC1
  1	-1	-2	-3	6	-2	16	3	-22	0	1
44	C/C(=N\NC(=O)c1ccc(NS(=O)(=O)c2cccs2)cc1)c1ccc(Cl)cc1
  2	4	-11	-14	13	-25	-13	-27	-23	-9	-2
45	O=C(Nc1nc2c(s1)CN(Cc1ccccc1)CC2)C1CCC1
  -29	-3	5	-3	-82	-25	-22	-31	-36	1	-31
46	CC(=O)NC(C1C(=O)CC(C)(C)CC1=O)(C(F)(F)F)C(F)(F)F
  7	-2	6	-7	13	15	-1	-12	15	7	-10
47	CC(=NCc1ccccc1)C1=C(O)COC1=O
  1	2	-5	-4	-40	12	-5	12	-8	-14	-6
48	CNC(=O)c1cc(NC(=O)N(CCC#N)CCN(C(=O)NC(Cc2ccccc2)C(=O)NC(CC(C)C)C(=O)NC)c2ccccc2)ccc1OC (stereo not drawn)
  -9	0	-2	4	-4	-1	9	-2	9	-4	-4
49	CC1CCCN(C(=O)CN2CCN(C(=O)c3ccco3)CC2)C1 (stereo not drawn)
  2	-1	1	1	-10	-4	4	-7	7	3	-8
50	CC1(C(=O)Nc2ccc(F)c(Cl)c2)Cc2c(-c3ccccc3)ccnc2O1 (stereo not drawn)
  -1	0	11	x	-13	17	13	14	13	-4	x
51	O=C(CN1C(=O)NC2(CCCCC2)C1=O)N1CCc2ccccc2C1
  28	-5	-1	-3	-7	11	-6	-3	2	-6	0

# Gathered by group: the compounds so far with a thiophene ring, fused or not.
# Values run as follows: COUP-TFII inh	Vif imaging	NOD2-RIPK2 inh	TLR9-MyD88 block	SRC2 inh	LRH-1 inv ag	TROY signal inh	SRC1 inh	SRC3 inh	TRAIL sens C8	LMP1 NFkB inh
27	CCOC(=O)CSc1nnc(CNC(=O)c2cccs2)n1-c1cccc(C)c1
  3	x	9	8	-10	-14	10	-6	-29	-2	-5
39	O=C(NCc1ccc2c(c1)OCO2)c1c(-c2ccsc2)sc2ccccc12
  -4	-4	-4	-9	-9	-7	8	-5	6	10	8
40	CCOC(=O)C1(C)CCCN(C(=O)c2cccs2)C1 (stereo not drawn)
  -2	1	-15	x	-7	5	0	1	5	-4	x
44	C/C(=N\NC(=O)c1ccc(NS(=O)(=O)c2cccs2)cc1)c1ccc(Cl)cc1
  2	4	-11	-14	13	-25	-13	-27	-23	-9	-2

# Five compounds drawn at random from the list so far, as already listed:
# Values run as follows: COUP-TFII inh	Vif imaging	NOD2-RIPK2 inh	TLR9-MyD88 block	SRC2 inh	LRH-1 inv ag	TROY signal inh	SRC1 inh	SRC3 inh	TRAIL sens C8	LMP1 NFkB inh
1	COC(=O)C1=C(C)NC(C)=C(C(=O)OC)C1c1ccc(-c2cccc([N+](=O)[O-])c2)o1
  3	3	-1	-4	-4	4	-6	4	-15	-8	-15
19	O=C(NN1C(=O)C2C3C=CC(C3)C2C1=O)c1cccc(Cl)c1 (stereo not drawn)
  -4	6	4	-2	12	9	9	-23	21	-2	0
39	O=C(NCc1ccc2c(c1)OCO2)c1c(-c2ccsc2)sc2ccccc12
  -4	-4	-4	-9	-9	-7	8	-5	6	10	8
42	CCOC(=O)N1CCC(N(CCN(C)C)C(=S)Nc2cccc(OC)c2)CC1
  -29	4	-1	4	-24	3	-8	-3	4	-11	2
41	Cc1onc(-c2ccccc2)c1C(=O)N1CCN(S(=O)(=O)c2ccc3c(c2)OCCO3)CC1
  9	-6	-4	-6	-21	1	12	-14	-10	-10	-3
